TAAR1 antagonist = antagonists of human TAAR1; Q96RJ0; CHO RD-HGA16 TAAR1, Fluo-8 calcium fluorescence, antagonist; inhibition, % at 3 µM; 360,000 tested, 1.5% active; AID 624466;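 active = inhibition above a per-plate cutoff, the mean inhibition of test compounds on that plate plus 3 SD, cut at about 49% in these data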;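 note: 0% = DMSO plus EC80 beta-PEA response and 100% = DMSO alone without agonist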
Target sequence (Q96RJ0 whole entry, looked up): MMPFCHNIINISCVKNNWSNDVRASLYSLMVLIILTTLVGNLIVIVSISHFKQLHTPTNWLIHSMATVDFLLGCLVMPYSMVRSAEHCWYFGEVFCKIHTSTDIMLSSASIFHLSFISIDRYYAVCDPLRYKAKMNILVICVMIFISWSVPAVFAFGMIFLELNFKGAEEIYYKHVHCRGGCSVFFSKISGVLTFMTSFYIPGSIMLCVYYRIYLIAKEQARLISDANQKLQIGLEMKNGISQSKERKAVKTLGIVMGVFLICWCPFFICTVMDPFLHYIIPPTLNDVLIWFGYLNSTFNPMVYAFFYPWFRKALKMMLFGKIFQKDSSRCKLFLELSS
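Test system: hTAAR1-expressing CHO RD-HGA16 cells, Gα16-coupled; Probe or stimulus: EC80 β-phenethylamine stimulus; Compound dosing: single nominal final test compound concentration of 3 µM; Timing: 140 s kinetic read after compound, 140 s after agonist; Signal: Fluo-8 calcium-sensitive fluorescence; Measure: % inhibition of agonist calcium response; Controls: DMSO and EC80 PEA controls.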
CHO-K1 Ca PAM = nonselective activator or artifact in parental CHO-K1 calcium assay. AID 602247. 360,000 tested, 0.02% active. activation, % at 3 µM. ATP EC20, Fluo-8 calcium fluorescence; 0% at ATP EC20, 100% at ATP max;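 active = activation above the run cutoff, the mean activation of all test compounds plus 3 SD, cut at about 40% in these data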;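 note: peak over basal fluorescence ratio in a 140 s read after ATP addition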
CHRM1 antagonist = antagonists of human M1 muscarinic receptor. P11229. CHO-K1 hM1, Fluo-8 calcium fluorescence, ACh EC80 antagonist. inhibition, % at 3 µM. 360,000 tested, 1.3% active;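 active = percent inhibition above its own plate's cutoff, namely the mean of that plate's compound wells plus 3 SD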;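 note: peak over basal fluorescence ratio during 140 s after agonist addition; 0% = ACh EC80 plus DMSO and 100% = DMSO alone without agonist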
CHO-K1 Ca antag = nonselective inhibitor or artifact in parental CHO-K1 cells | ATP-induced calcium, Fluo-8 fluorescence | inhibition, % at 3 µM | 360,000 tested, 0.6% active | AID 602250;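 active = inhibition above a per-plate cutoff, the plate's mean sample inhibition plus 3 SD, cut at about 24% in these data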;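 note: 0% = DMSO plus EC80 ATP and 100% = DMSO alone without ATP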
M1 ag parental = M1 agonist counterscreen hit in parental CHO-K1 cells | Fluo-8 calcium fluorescence; scaled to maximal ATP response, vehicle zero | activation, % at 3 µM | 360,000 tested, 0.48% active; in the data active = activation above about 15%;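 note: untransfected CHO-K1 host cells lacking M1 receptor as counterscreen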
TAAR1 agonist = human TAAR1 agonism. Q96RJ0. CHO RD-HGA16 TAAR1, Fluo-8 calcium fluorescence; vehicle wells 0%, saturating PEA agonist 100%. activation, % at 3 µM. 360,000 tested, 0.99% active. AID 624467;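 active = activation above the mean activation of all test compounds in the run plus 3 SD, cut at about 38% in these data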
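Assay system: CHO-derived RD-HGA16 cells with stable Gα16 and human TAAR1; timing: 17-24 h seeding, 75 min 37 °C dye, 30 min RT; read-out: % activation from peak over basal fluorescence ratio, DMSO-to-PEA scaled; measured by: kinetic Fluo-8 calcium fluorescence; benchmarks: low control DMSO, high control PEA (EC100); doses: 3 µM single concentration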
OXTR potentiate = human OXTR potentiation | CHO-OTR cells, Fluo-8 calcium fluorescence, potentiator mode; 0% = oxytocin EC15, 100% = EC100 | P30559 | activation, % at 3 µM | 320,000 tested, 0.061% active | AID 2445;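 active = activation above that plate's cutoff, the mean activation of tested compounds plus 3 SD, cut at about 6.6% in these data, passing the limit was not always enough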;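 note: 100% uses oxytocin at 75 nM as the full agonist control; some results filed as inactive read as strong as hits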
Target sequence (P30559 whole entry, looked up): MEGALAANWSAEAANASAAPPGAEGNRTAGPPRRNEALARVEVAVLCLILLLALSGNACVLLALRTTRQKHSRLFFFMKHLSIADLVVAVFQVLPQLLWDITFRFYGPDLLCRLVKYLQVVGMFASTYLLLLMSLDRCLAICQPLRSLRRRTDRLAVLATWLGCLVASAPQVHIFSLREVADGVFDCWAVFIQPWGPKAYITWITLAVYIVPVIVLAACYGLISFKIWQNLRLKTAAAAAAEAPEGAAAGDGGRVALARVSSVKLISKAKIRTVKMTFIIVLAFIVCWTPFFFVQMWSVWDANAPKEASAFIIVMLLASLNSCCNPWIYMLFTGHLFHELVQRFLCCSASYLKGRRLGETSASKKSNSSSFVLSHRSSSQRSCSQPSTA
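Assay system: CHO-OTR cells, human receptor / Also added: oxytocin at about EC15, sub-maximal agonist stimulus / Dosing: single dose, 3.0 µM nominal final compound concentration / Incubation: 6 min pre-incubation, 100 s read / Technique: Fluo-8 calcium dye fluorescence / Read-out: % activation vs EC15 and EC100 oxytocin / Benchmarks: EC15 oxytocin low, 75 nM oxytocin high / Replicates: singlicate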
CHO parental Ca = counter-screen for OX1R antagonists: effect in parental CHO cells; AID 463079; 330,000 tested, 0.63% active; inhibition, % at 5.6 µM; parental CHO-K1, ATP-induced calcium, Fluo-8 fluorescence;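 active = inhibition above that plate's mean sample inhibition plus 3 SD, cut at about 26% in these data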;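 note: 0% = ATP-challenged DMSO wells and 100% = DMSO wells without ATP; some compounds past the cut are filed as inactive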
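Material: Parental CHO cells | Reagent: ATP | Compound dosing: Single nominal dose of 5.6 µM per compound | Detection: Intracellular calcium via Fluo-8 no-wash fluorescent dye | Read-out: % inhibition of ATP-induced calcium mobilization | Benchmarks: Low control ATP plus DMSO, high control DMSO only | Replicates: Singlicate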
CHRM1 agonist = human M1 muscarinic receptor agonism. activation, % at 3 µM. CHO-K1 hM1, Fluo-8 calcium fluorescence, agonist mode; 0% DMSO, 100% acetylcholine EC100. AID 588814. 360,000 tested, 0.33% active. P11229;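 active = activation above the run's mean compound activation plus 3 SD, cut at about 16% in these data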;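 note: peak over basal fluorescence ratio within a 140 s kinetic read after compound addition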
The depositor's hits bear a star; · = not tested or not shown.

mol,TAAR1 antagonist,CHO-K1 Ca PAM,CHRM1 antagonist,CHO-K1 Ca antag,M1 ag parental,TAAR1 agonist,OXTR potentiate,CHO parental Ca,CHRM1 agonist
CCC/C(C)=N\Nc1nc2c(c(=O)n(C)c(=O)n2C)n1C,-11.4,-17.6,-8.0,12.3,-0.7,4.0,-0.3,1.9,-3.0
Cc1cccc(C)c1NC(=O)CSc1nc(C)c(CC(=O)c2ccc(Br)cc2)c(C)c1C#N,-1.1,10.8,-5.3,-1.6,0.2,0.4,-2.5,4.8,-0.3
CC(C)CC(=O)NC(=S)Nc1ccc(S(=O)(=O)NC(C)(C)C)cc1,13.3,-5.8,-0.5,8.8,4.2,10.0,-9.3,-5.8,-2.7
CN(C)c1ccc(P(=O)(OCc2ccccc2)C(O)c2ccccc2)cc1 (stereo not drawn),-27.7,15.1,-10.6,-9.6,0.3,5.5,-8.9,-10.2,-3.6
NC(=S)Nc1cc(Cl)cc(Cl)c1,-18.2,9.6,-13.6,-9.2,4.3,8.6,-6.7,3.3,2.9
CCOC(=O)c1cc(S(=O)(=O)N2CCC(C)CC2)cn1C,16.6,-7.9,-5.0,-9.8,0.6,0.3,-0.9,-8.6,-2.8
O=c1c2[nH]cnc2n(-c2ccc(F)cc2)c(=O)n1Cc1ccccc1,5.6,-0.3,-16.1,-11.2,1.4,0.6,-4.5,-9.8,-4.5
CCOc1ccc(Cl)cc1/C=C1/C(=O)ON=C1C,-13.3,-5.0,-5.0,-10.1,0.4,3.0,-9.9,1.6,-1.8
Cn1c(N)c(C(=O)CSc2nc(C3CC3)n(-c3ccccc3)n2)c(=O)[nH]c1=O,-6.5,2.1,-11.1,-5.9,0.0,18.7,-0.4,-9.4,1.8
COc1ccc(C2/C(=C(\O)c3ccc4c(c3)OCCO4)C(=O)C(=O)N2Cc2cccnc2)cc1OC (stereo not drawn),-13.8,13.4,-15.7,-13.3,1.5,0.9,-3.6,16.6,-1.0
CCOC(=O)C(CC)Sc1nnc2n1C(C)(C)Cc1ccccc1-2 (stereo not drawn),7.2,13.5,-6.3,-3.9,0.6,7.8,6.2,0.7,-6.5
O=C(CC1C(=O)NCCN1Cc1cccc(Oc2ccccc2)c1)NCCc1ccncc1 (stereo not drawn),0.8,29.8,-13.9,-19.4,0.9,-2.5,-4.6,-1.6,-1.3
CCOc1nc(N=C(N)N)nc2c(C)cccc12,-9.8,4.1,-18.0,-3.8,-0.1,1.0,-11.6,-19.6,-8.9
CCOC(=O)Cc1ccc(Nc2nc(NCc3cccs3)nc3ccsc23)cc1,75.6*,7.3,19.1,6.2,5.5,6.2,·,·,-3.7
O=C(Nc1ccc(N2CCOCC2)cc1)c1ccc2nc(-c3ccco3)c(-c3ccco3)nc2c1,30.8,4.9,2.5,-19.1,3.9,9.4,-7.7,-21.6,-5.1
O=C(O)C1C2C=CC(C2)C1C(=O)NCc1ccc(Cl)cc1Cl (stereo not drawn),-8.6,5.3,-3.6,-1.7,1.0,11.0,0.7,15.8,-3.4
NC(Cc1ccccc1)c1csc(Nc2nccc(C(F)(F)F)n2)n1 (stereo not drawn),20.2,5.3,16.5,4.8,1.6,66.7*,·,·,5.6
CCOC(=O)N1CCN(c2ccc(S(=O)(=O)N3CCC(C)CC3)cc2[N+](=O)[O-])CC1,-0.8,4.5,-7.2,-14.6,3.0,0.0,-11.0,-22.1,1.9
CC(C)(C)OC(=O)N1CCCC(C(=O)Nc2ccc(C(=O)NC3CC3)cc2)C1 (stereo not drawn),5.0,26.4,-11.1,-9.7,1.3,0.9,·,·,-0.7
Cc1nnsc1C(=O)NNC(=O)c1ccc(C(F)(F)F)cc1,-24.1,-0.5,14.3,2.2,4.3,1.8,-0.7,-4.9,-0.2
Cc1ccc(C)c(S(=O)(=O)NCC(=O)N2CCCC2)c1,-5.0,25.5,-16.4,-9.8,1.2,-0.1,5.0,6.6,-1.9
O=C(Nc1ccc(F)cc1)C1C(c2ccccc2)C1(Cl)Cl (stereo not drawn),-2.3,5.5,6.5,-0.6,6.4,-1.7,-10.7,-11.0,-8.1
Cc1csc(N2CCCC2c2nc3cc(Cl)c(N4CCCCC4)cc3n2CCCO)n1 (stereo not drawn),-10.7,17.9,-4.2,-14.3,1.4,14.1,0.7,-16.2,-8.4
CCN1C(=O)[C@H]2[C@@H](c3ccc(-c4ccc(F)cc4)cc3)N[C@@](CC(C)C)(C(=O)OC)[C@H]2C1=O,0.5,10.3,2.6,-9.2,0.2,2.5,-6.5,-15.8,0.2
Cc1nn(Cc2ccccc2)c(Cl)c1C(=O)OCC#N,17.3,16.7,-1.1,-16.0,1.4,-0.6,-2.5,-4.1,-15.4
O=S(=O)(c1ccccc1)N1CCN(Cc2ccccc2C(F)(F)F)CC1,3.6,19.7,6.4,-8.2,0.1,-1.6,-18.0,11.9,-5.9
COC(=O)c1sc(NC(=O)CN2CCN(c3cccc(Cl)c3)CC2)c(C(=O)OC)c1C,-14.2,13.5,1.0,-1.1,6.0,0.4,·,·,0.8
Cc1ccc(SCC(=O)Nc2oc(C)c3c(C)n[nH]c(=O)c23)cc1C,-1.2,-2.2,4.4,-3.8,-0.3,3.3,-5.7,-17.0,-1.9
CN1CCN(C(=O)CCN2C(=O)/C(=C/c3ccc(F)cc3)SC2=S)CC1,12.4,-7.2,12.2,-19.2,1.4,6.0,-17.6,-7.4,-4.8
O=C(CSc1nnc(C23CC4CC(CC(C4)C2)C3)o1)Nc1ccc(N2CCOCC2)c(Cl)c1,-21.2,21.5,-12.9,-9.4,7.7,4.0,-7.3,-0.8,-5.0
CC(C)Cc1nc2sc3c(=O)n(N)cnc3c2c2c1COC(C)(C)C2,7.5,-4.0,-2.4,6.6,-0.3,0.6,0.5,-19.2,-8.9
CCOc1ccc(Cl)cc1CSc1n[nH]c(CC)n1,0.4,1.5,-3.7,-26.0,-0.4,17.4,4.7,-13.1,-4.9
O=C(O)CCN1C(=O)c2ccc(NC(=O)CSc3ccc(Cl)cc3)cc2C1=O,-37.0,6.7,-11.6,5.4,1.8,0.8,-15.1,6.8,-5.2
Cc1cc(C)c2c(n1)nn1c(NCCCN(C)C)cc(C)nc21,-11.9,-0.6,1.4,-1.8,-0.1,3.0,-5.5,-4.9,-5.8
COC(=O)c1onc(-c2c(Cl)cccc2Cl)c1C(=O)OC,-1.7,6.7,-11.5,-11.0,0.3,6.1,-4.9,-5.4,2.7
CC(C)(C)NC(=O)C(c1ccco1)N(C(=O)Cn1nnc(-c2ccc(F)cc2)n1)c1cccc(F)c1 (stereo not drawn),-11.4,5.8,-9.8,-10.7,0.0,16.4,-4.6,-11.8,-1.4
COc1ccc(Cl)cc1C(=O)NNC(=O)CNC(=O)c1ccco1,-5.4,19.8,-12.2,-10.2,1.2,9.7,-1.3,-8.2,-4.5
Cc1cc(=O)[nH]c(SCC(=O)c2ccccc2)c1C#N,19.1,19.4,0.8,-5.3,1.5,6.3,-6.3,-1.1,-0.6
Nc1c(C(=O)c2ccccc2O)cnn1-c1ccc(S(=O)(=O)N2CCOCC2)cc1[N+](=O)[O-],-5.0,·,·,·,·,0.1,-1.4,-3.0,·
CC1CCN(S(=O)(=O)c2ccc(C(=O)N3CCCCC3C(=O)O)cc2)CC1 (stereo not drawn),-12.6,23.9,-3.9,1.8,0.5,0.2,-1.6,-2.4,-1.8
c1ccc(CNC23CC4CC(CC(C4)C2)C3)nc1,-3.9,5.8,-1.7,-7.9,0.0,10.3,-13.9,-4.0,-5.6
CCOC(=O)CC(=O)Nc1cc2ccc(OC)c(OC)c2cc1C(=O)OCC,-2.1,7.0,-3.7,-7.9,0.4,-0.6,·,·,-3.0
O=C(CN1C(=O)c2cccnc2Oc2ccc(Cl)cc21)NCCC1=CCCCC1,4.2,-13.0,-5.8,-1.6,1.0,-1.4,-8.4,-20.7,0.4
C[C@@H]1ON(C)[C@H]2C[C@H]3c4cc(N5CCN(C)CC5)ccc4CCN3C(=O)[C@@H]12,-9.7,5.7,-14.2,-8.6,0.6,0.5,·,·,-4.5
Cc1cc2oc(=O)cc(CN3CCCCC3C)c2cc1C(C)C (stereo not drawn),-12.3,4.3,-2.1,-20.3,-0.7,-6.3,-0.6,-23.1,-6.8
COC1CCCN(C(=O)c2cccc(OC3CCN(S(=O)(=O)N(C)C)CC3)c2)C1 (stereo not drawn),-22.3,16.4,-4.7,-19.8,4.8,7.4,-13.0,-3.2,0.2
COc1ccccc1Oc1c(C)oc2c(CN3CCOCC3)c(O)ccc2c1=O,-1.7,5.0,-4.6,-10.3,0.1,0.5,-4.9,-10.7,-3.3
O=C(Nc1cccc([N+](=O)[O-])c1)NC1CCS(=O)(=O)C1 (stereo not drawn),7.2,-3.8,-5.9,-4.1,2.6,6.3,4.0,-5.6,1.2
O=C(NCc1ccco1)/C(=C\c1ccco1)NC(=O)c1cccs1,1.3,8.6,-9.8,-8.9,0.2,6.4,-4.0,-8.0,-1.6
CCOc1ccccc1NC(C)C(=O)Nc1cc(C(F)(F)F)ccc1N1CCOCC1 (stereo not drawn),8.9,-0.1,6.3,-3.8,-0.2,1.8,-7.4,-24.1,-7.1
O=S1(=O)[C@H]2C[C@@H]3C=C[C@@]2(CN1Cc1ccccc1F)O3,-7.5,7.9,-8.1,-9.4,0.2,7.8,-3.8,-4.9,-5.6
CCOC(=O)C1C(O)=CC(=O)CC1c1ccccc1 (stereo not drawn),-17.0,11.2,-0.6,-10.3,0.8,6.8,-5.8,-15.4,-0.8
O=C(Nc1cccc(C(F)(F)F)c1)C1(c2ccccc2)CC1,2.5,-2.2,5.8,2.7,-0.7,-4.2,7.7,-13.8,-12.3

Retrieved by structure from above, two records:
mol,TAAR1 antagonist,CHO-K1 Ca PAM,CHRM1 antagonist,CHO-K1 Ca antag,M1 ag parental,TAAR1 agonist,OXTR potentiate,CHO parental Ca,CHRM1 agonist
CCOc1ccccc1NC(C)C(=O)Nc1cc(C(F)(F)F)ccc1N1CCOCC1 (stereo not drawn),8.9,-0.1,6.3,-3.8,-0.2,1.8,-7.4,-24.1,-7.1
CCOC(=O)C1C(O)=CC(=O)CC1c1ccccc1 (stereo not drawn),-17.0,11.2,-0.6,-10.3,0.8,6.8,-5.8,-15.4,-0.8
